Bioassay records (PubChem BioAssay)
esBAF inh: Bmi1 luciferase reporter increase in mESCs, primary screen, esBAF inhibitor project, mouse ES cells, Bmi1 luciferase knock-in, single point; 24 h; 100% = twice the neutral-well signal; reporter increase, % at 12.5 µM; 2% of 350,000 active; in the data active means activation above about 40%;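 further: 0% = median of the plate's neutral control wells and 100% = double that signal; a rise in the Bmi1 reporter signal indicates esBAF inhibition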
RAD54 inh: inhibitors of human RAD54 branch migration, primary screen, biochemical, fluorescence, single point | DNA repair and recombination protein RAD54-like (Homo sapiens), Q92698 | RAD54 Holliday junction branch migration, FAM/BHQ fluorescence | inhibition, % at 10.4 µM | 0.14% of 360,000 active | AID 602329, 2012;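 active means mean normalized replicate activity at least 40 and at least half of replicates scoring 40 or more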;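 further: 0% = median of neutral control wells and 100% = median of positive control wells; inhibitors cause a drop in the FAM fluorescence signal; in these data hits start at about 50%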
ERAP1 inh: human ERAP1 aminopeptidase inhibitors, primary screen, biochemical, single point, plate reader | Endoplasmic reticulum aminopeptidase 1 (Homo sapiens), Q9NZ08 | recombinant ERAP1, Leu-AMC fluorescence, 60 min | inhibition, % at 10.7 µM | 0.15% of 340,000 active | AID 652197, 2013;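 active means mean replicate inhibition of at least 30%, or all replicates individually reaching that 30% level; inactive means mean below 30% and not every replicate reaching it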;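 further: 0% = neutral control wells and 100% = L-leucinethiol positive control wells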
RAD52 inh: RAD52 DNA annealing inhibitors, primary screen, biochemical, FRET, single point, set 2. DNA repair protein RAD52 homolog (Homo sapiens), P43351. recombinant RAD52 DNA annealing, FRET fluorescence. inhibition, % at 18.7 µM. 0.46% of 360,000 active. AID 651710, 2012;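 active means every replicate showing at least 50% inhibition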
Target sequence (P43351 whole entry, looked up): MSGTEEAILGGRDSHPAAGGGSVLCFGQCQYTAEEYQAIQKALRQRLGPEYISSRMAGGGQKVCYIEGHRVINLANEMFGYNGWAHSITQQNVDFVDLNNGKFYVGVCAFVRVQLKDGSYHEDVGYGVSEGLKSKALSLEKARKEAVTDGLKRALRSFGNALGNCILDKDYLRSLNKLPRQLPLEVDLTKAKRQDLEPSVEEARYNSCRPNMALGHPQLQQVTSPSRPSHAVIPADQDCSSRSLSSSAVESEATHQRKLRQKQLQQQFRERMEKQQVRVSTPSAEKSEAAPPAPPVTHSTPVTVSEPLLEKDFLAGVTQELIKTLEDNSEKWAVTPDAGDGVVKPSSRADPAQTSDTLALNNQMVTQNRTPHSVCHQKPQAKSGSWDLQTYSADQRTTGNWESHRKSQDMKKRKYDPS
ERp5 inh: inhibitors of ERp5-driven insulin aggregation, primary screen, biochemical, turbidity, absorbance 650 nm, single point; 90 min; inhibition, % at 9.99 µM; 0.05% of 350,000 active;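 active means mean replicate inhibition above about 25%, with every replicate also reaching it, limit read from the data, passing the limit was not always enough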
S100A4 inh HTS: inhibitors of S100A4-myosin IIA peptide binding, primary screen, biochemical, fluorescence polarization, TAMRA-MyoIIA peptide; Protein S100-A4 (Homo sapiens), P26447; inhibition, % at 10.7 µM; 0.14% of 360,000 active; AID 652163, 2013;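 active means mean inhibition of at least 70% across replicates, with every replicate also reaching that level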
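Material: S100A4 monomer protein / Buffer or medium: 50 mM HEPES pH 7.2, 10 mM CaCl2, 100 mM KCl / Times: 5 min incubation before reading / Benchmarks: neutral control DMSO, positive control TFP / Reagent: labelled myosin peptide probe, 5 nM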
Xi reactivation: activators of inactive X chromosome reactivation, primary screen, imaging, XiGFP fibroblasts, GFP high-content imaging, set 2. XiGFP mouse fibroblasts, % GFP-positive cells imaging, 3 d; cells co-treated with 5-aza-dC sensitizer; scaled so ellipticine positive control = 100%. activation, % at 7.58 µM. 0.055% of 360,000 active. AID 743238, 2013;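 active means mean normalized replicate activation at least 10% and every replicate at or above 10%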;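 further: 0% = median of on-plate neutral control wells and 100% = ellipticine 6 µM median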
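Schedule: 3 d treatment, 15 min room-temperature fixation; system: 68-5-11 XiGFP fibroblast line; buffer or medium: DMEM plus 5-aza-dC sensitizer; control set: ellipticine 6 µM positive control; compound: one concentration, pinned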
E-selectin induc: E-selectin induction in HUVECs, primary screen, imaging, HUVEC, immunofluorescence imaging, single point. P16581. normalized: neutral wells 0, TNF-alpha wells 100. activation, % at 7.58 µM. 0.37% of 260,000 active. AID 686992, 2013;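 active means mean E-selectin-positive cell signal at least 10% of the positive control, reached in at least 60% of replicates, without over 20% cell loss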;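 further: in these data hits start at about 27%; measured in HUVEC primary endothelial cells; signal is the percent of cells scored E-selectin positive by PE staining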
Target sequence (P16581 whole entry, looked up): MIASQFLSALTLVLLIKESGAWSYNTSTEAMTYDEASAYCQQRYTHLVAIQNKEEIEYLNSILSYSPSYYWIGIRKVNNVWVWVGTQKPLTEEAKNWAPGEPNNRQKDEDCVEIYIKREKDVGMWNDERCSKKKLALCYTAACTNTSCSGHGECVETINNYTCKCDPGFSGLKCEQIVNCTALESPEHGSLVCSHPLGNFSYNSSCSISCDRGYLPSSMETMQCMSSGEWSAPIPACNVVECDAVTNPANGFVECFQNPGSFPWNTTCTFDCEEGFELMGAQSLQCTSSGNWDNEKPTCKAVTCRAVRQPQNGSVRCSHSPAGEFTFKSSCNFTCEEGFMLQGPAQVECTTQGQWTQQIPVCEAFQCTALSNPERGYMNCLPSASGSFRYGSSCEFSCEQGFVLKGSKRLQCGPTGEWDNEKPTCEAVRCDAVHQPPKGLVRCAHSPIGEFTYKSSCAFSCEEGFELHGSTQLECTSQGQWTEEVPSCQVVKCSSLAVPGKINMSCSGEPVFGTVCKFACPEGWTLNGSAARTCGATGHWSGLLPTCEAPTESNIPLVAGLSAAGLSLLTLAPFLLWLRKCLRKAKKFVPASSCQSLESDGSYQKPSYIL
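System: HUVEC / Compound: single concentration / Signal: immunofluorescence imaging / Read-out: percent E-selectin-positive cells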
Active calls of the source: *; nt = no result given; & = joins results of further samples. Rows are unselected; 2.5% or so of the library scored in one or more.

SMILES	esBAF inh	RAD54 inh	ERAP1 inh	RAD52 inh	ERp5 inh	S100A4 inh HTS	Xi reactivation	E-selectin induc
O=C(/C=C/c1ccc(F)cc1)N1CC[C@@]2(O)CCCC[C@H]2C1	4.7	-1.4	-1.9	3.0	-5.8	-2.8	0.3	0.3
Cc1ccc(S(=O)(=O)N(C)CC(=O)OCC(=O)c2ccc3c(c2)NC(=O)CO3)cc1	-6.8	-0.4	0.2	-52.9	0.2	-7.7	0.5	-0.1
CC(=O)Nc1ccc(NC(=O)COc2ccc(Cl)cc2Cl)cc1	22.0	-7.1	2.0	-0.4	3.4	0.8	0.2	47.5*
N#C/C(=C\c1ccc(OC(F)F)cc1)C(=O)N1CCCCC1	nt	-11.4	nt	-9.9	0.2	3.9	-0.1	0.1
CC(Sc1ccccc1)C(=O)NN=C1CCN(C)CC1 (stereo unspecified)	nt	nt	-9.4	-9.2	2.9	2.0	0.0	nt
Cc1noc(C)c1NC(=O)N(C)C[C@@H]1Oc2c(NC(=O)c3ccncc3)cccc2C(=O)N([C@H](C)CO)C[C@@H]1C	4.9&-3.5	-4.6&2.1	-0.2&3.1	-14.1&-15.6	-1.5&0.4	-6.7&3.7	0.0&0.0	1.0&1.3
COCC(=O)NC[C@@H]1N[C@@H](CO)[C@H]1c1ccc(C2=CCCC2)cc1	4.6	3.8	nt	nt	nt	nt	1.6	0.0
CC(=O)C[C@@H](O)CC(=O)[C@@H]1OC(=O)[C@@H](C)C/C=C\Cc2ccccc21	0.6	-2.4	nt	-18.4	5.6	0.4	0.0	-0.4
CCCN(C)C[C@H]1OCCCC[C@@H](C)Oc2ccc(NS(=O)(=O)c3ccc(F)cc3)cc2C(=O)N([C@H](C)CO)C[C@@H]1C	-2.5	9.7	-4.0	23.1	-1.4	7.9	0.1	0.1
CO[C@@H](CN(C)Cc1ccc(-c2ccccn2)cc1)[C@@H](C)CN(C(=O)Nc1ccc(F)cc1)[C@@H](C)CO	5.9	5.3	-6.6	1.5	2.9	-1.7	0.4	0.1
C[C@@H]1CN([C@@H](C)CO)C(=O)c2cccc(NC(=O)C3CCOCC3)c2O[C@H]1CN(C)S(=O)(=O)c1cccs1	3.1	12.7	5.3	-13.6	-2.2	7.9	-1.0	-0.2
OCCC1CN(Cc2cc(F)ccc2-n2cccn2)CCN1Cc1ccc(F)cc1 (stereo unspecified)	-0.2	-0.8	-1.0	-0.9	2.2	-2.1	-0.1	nt
Cc1cc(C)n2cc(COc3ccc4ccccc4c3)nc2n1	nt	nt	1.0	-12.7	6.7	1.5	1.0	4.5
COc1ccc(NC(=O)Nc2ccc3c(c2)CC(=O)N([C@@H](C)CO)C[C@@H](C)[C@@H](CN(C)C(=O)Nc2cccc4ccccc24)O3)cc1	-6.7	-3.5	nt	nt	nt	nt	-0.1	0.0
C[C@H](CO)N1C[C@H](C)[C@H](CN(C)S(=O)(=O)c2cn(C)cn2)OCCCC[C@H](C)Oc2ccc(NS(=O)(=O)c3cccs3)cc2C1=O	-14.7	8.9	2.7	15.7	4.5	7.5	0.0	-0.2
C[C@@H]1CN([C@H](C)CO)C(=O)c2cccc(NC(=O)NC3CCCCC3)c2O[C@H]1CN(C)S(C)(=O)=O	-2.9	-5.7	-2.3	2.8	-6.6	-6.7	-1.0	nt
O=C(NCC1CCCO1)C(=O)N/N=C/c1ccc(O)c(Cl)c1 (stereo unspecified)	1.8	12.3	-2.3	2.4	-3.8	0.0	0.0	-2.0
O=C(CSC1=N/C(=C/c2ccc(Cl)c(Cl)c2)C(=O)N1c1ccccc1F)NC1CC1	nt	nt	-0.8	-2.6	-7.7	-2.8	0.0	nt
CCOCCCNc1c2c(nc3cc(-c4ccc(F)cc4)nn13)CCC2	nt	nt	0.6	-6.4	-7.5	2.3	0.3	2.0
CO[C@H]1CN(C)C(=O)c2cc(NS(C)(=O)=O)ccc2OC[C@@H](C)N(C(=O)NC(C)C)C[C@H]1C	-1.3	13.5	nt	nt	nt	nt	0.2	-0.1
CCc1ccccc1N1CC23C=CC(O2)C(C(=O)O)C3C1=O (stereo unspecified)	-18.8	-14.5	-2.5	1.0	-2.1	-3.7	0.3	-0.1
CCN1CCN(C(=O)c2ccc(C(F)(F)F)cc2)CC1	nt	nt	-3.7	-2.8	-8.9	2.7	0.0	3.1
C[C@H](CO)N1C[C@H](C)[C@@H](CN(C)Cc2ccccc2)OCc2cnnn2CCCC1=O	-6.3&-4.0	-22.8&-5.4	-1.0&-1.0	12.9&-0.9	-1.9&1.4	1.9&-4.5	0.0&0.0	1.0&0.0
CSC1=NSC2=NC(=O)/C(=C\c3ccc(OC(=O)c4ccco4)cc3)C(=N)N12	26.1	-11.4	-0.3	-52.4	2.4	-9.3	0.1	nt
CON(C)S(=O)(=O)c1ccc2c(c1)N(Cc1ccc(C)cc1)C(=O)C1CCCN21 (stereo unspecified)	nt	nt	10.5	-69.9	5.6	-11.4	0.0	nt

The final 5 records of the part before come first, to join the parts:
SMILES	esBAF inh	RAD54 inh	ERAP1 inh	RAD52 inh	ERp5 inh	S100A4 inh HTS	Xi reactivation	E-selectin induc
CCc1ccccc1N1CC23C=CC(O2)C(C(=O)O)C3C1=O (stereo unspecified)	-18.8	-14.5	-2.5	1.0	-2.1	-3.7	0.3	-0.1
CCN1CCN(C(=O)c2ccc(C(F)(F)F)cc2)CC1	nt	nt	-3.7	-2.8	-8.9	2.7	0.0	3.1
C[C@H](CO)N1C[C@H](C)[C@@H](CN(C)Cc2ccccc2)OCc2cnnn2CCCC1=O	-6.3&-4.0	-22.8&-5.4	-1.0&-1.0	12.9&-0.9	-1.9&1.4	1.9&-4.5	0.0&0.0	1.0&0.0
CSC1=NSC2=NC(=O)/C(=C\c3ccc(OC(=O)c4ccco4)cc3)C(=N)N12	26.1	-11.4	-0.3	-52.4	2.4	-9.3	0.1	nt
CON(C)S(=O)(=O)c1ccc2c(c1)N(Cc1ccc(C)cc1)C(=O)C1CCCN21 (stereo unspecified)	nt	nt	10.5	-69.9	5.6	-11.4	0.0	nt
Cc1c(Cc2ccccc2)c(=O)oc2cc(OCC(=O)NCC(O)c3ccccc3)ccc12 (stereo unspecified)	-3.3	-4.9	-1.3	-8.5	5.0	-2.3	0.0	-0.5
CC(C)COC(=O)N(C)C[C@@H]1OCc2ccccc2-c2c(n(C)c3ccccc23)C(=O)N([C@@H](C)CO)C[C@H]1C	1.1	2.0	0.6	20.0	1.0	9.6	0.5	-4.3
Cc1ccccc1S(=O)(=O)N1CCCCN2[C@@H](CO)[C@H](c3ccc(-c4ccccc4)cc3)[C@@H]2C1	nt	1.0	0.7	71.1*	-6.7	-10.9	nt	nt
COc1ccccc1C(=O)NNC(=O)c1ccc(NS(=O)(=O)c2cccs2)cc1	nt	-6.4	5.6	-4.2	3.2	-37.8	0.0	nt
Cc1cccc(OCC(=O)Nc2nnc(-c3ccco3)s2)c1	nt	nt	-2.2	-27.5	4.7	-8.1	-0.1	1.3
CN1CCN(S(=O)(=O)c2ccc(C(=O)NC3CCCCC3)cc2)CC1	7.8	-0.5	-2.4	-10.4	0.5	-3.7	0.0	nt
O=c1c2ccccc2nc(COc2ccccc2)n1/N=C/c1c[nH]c2ccccc12	nt	1.9	0.5	-39.8	5.2	-1.6	0.1	nt
CC(C)NC(=O)Nc1ccc2c(c1)C(=O)N([C@@H](C)CO)C[C@@H](C)[C@@H](CN(C)Cc1ccc(Cl)c(Cl)c1)O2	-7.4	-2.3	2.3	-3.5	2.2	3.9	-1.3	-2.9
COc1ccc(CCNC(=O)Nc2ccc3c(c2)c(=O)n(C)n3Cc2ccc(F)cc2)cc1OC	-1.2	3.7	2.8	5.9	1.6	1.5	0.0	-0.1
NC(=O)C[n+]1cccc(C(=O)Nc2ccccc2)c1	-6.4	0.7	27.4	-7.1	-1.7	-3.5	0.0	nt
C[C@](N)(Cc1ccc(O)c(O)c1)C(=O)O	-4.1	-1.6	1.2	7.1	0.5	3.6	0.1	2.2
CCc1ccccc1OCC(=O)Nc1cccc(S(=O)(=O)NC2=NCCCCC2)c1	7.0	0.6	-1.3	-17.1	8.3	-7.4	0.0	-0.4
COc1ccc(N/C=C(\C2OC(=O)c3ccccc32)[N+](=O)[O-])cc1 (stereo unspecified)	-1.4	14.7	-19.1	-82.6	-10.7	0.6	0.2	nt
Cc1cc2cc(OCc3ccccc3)ccc2n1C	22.7	-2.0	-0.8	-24.9	2.9	3.2	0.0	nt
COc1cc(/C=C2\C(=O)NN(c3ccccc3)C2=O)ccc1OCC(N)=O	nt	nt	-0.3	-0.6	-2.9	-0.8	0.2	6.5
O=C(NCCc1ccccc1)C1COc2ccccc2O1 (stereo unspecified)	34.8	-5.8	1.1	-15.5	0.9	-2.7	0.2	-0.2
O=C(Nc1ccc2nc3n(c(=O)c2c1)CCCCC3)C(=O)N1CCN(c2ccccc2)CC1	6.3	-3.3	6.1	-6.9	-6.1	0.6	0.1	3.1
Cc1noc(C)c1S(=O)(=O)Nc1cccc2c1O[C@H](CN(C)Cc1ccncc1)[C@H](C)CN([C@@H](C)CO)C2=O	8.3	-2.9	1.1	-48.5	3.5	-14.9	0.2	7.9
Cc1oc2cc3oc(=O)c(CCC(=O)N4CCC(C(=O)O)(c5ccccc5)CC4)c(C)c3cc2c1C	-6.7	-0.9	-1.3	-1.5	5.9	-16.8	nt	nt
CCC(=O)N1[C@H](CO)[C@@H](c2ccccc2)C12CN(C(=O)c1cnccn1)C2	nt	nt	1.6	-0.9	2.3	7.1	0.0	0.0
O=C(Cc1ccc([N+](=O)[O-])cc1)Nc1ccc(Br)cn1	6.1	-0.9	-2.7	-7.1	-0.1	-7.3	0.1	-0.2
COC(=O)C1CCN(C(=O)COC(=O)C2CCN(S(=O)(=O)c3c(Cl)cccc3Cl)CC2)CC1	-6.8	-9.6	-3.2	0.9	-3.5	-3.6	0.0	0.0
CC(=O)Nc1ccc(C(=O)N/N=C/c2ccc(F)cc2)cc1	nt	nt	2.7	-16.9	-1.3	-28.5	0.0	nt
O=C(c1cccc(S(=O)(=O)NCc2ccccc2)c1)N1CCN(c2ccccc2Cl)CC1	-4.7	1.2	-2.9	-17.8	-2.8	-3.3	0.4	-0.7
COc1cccc(S(=O)(=O)N[C@@H]2CC[C@@H](CC(=O)NCc3ccncc3)O[C@H]2CO)c1	-6.2	2.0	3.1	-7.3	2.3	-3.6	0.0	-0.2
CC(=O)N1CCCCN2[C@H](C1)[C@@H](c1ccc(-c3cccc(C)c3)cc1)[C@@H]2CO	nt	2.9	-1.3	-53.0	-4.0	-8.5	0.0	0.6
CCCNC(=O)c1ccc2c(=O)c(O)c(C)[nH]c2c1	-3.6	-4.3	1.2	4.0	3.8	-1.0	0.0	0.2
COc1ccc(-c2[nH]ncc2CN2CCCC2c2nonc2C)c(F)c1 (stereo unspecified)	-2.1	-1.7	-2.4	-98.7	6.4	-1.6	0.0	0.7
Cc1noc(C)c1C(=O)NCc1ccccc1Br	-2.0	-1.2	-0.1	-5.4	-2.3	-3.5	0.3	0.1
COc1ccc(/C=N\NC(=O)c2ccc([N+](=O)[O-])cc2)cc1COc1c(F)c(F)cc(F)c1F	nt	3.7	4.0	-7.7	-3.7	0.0	-0.1	0.2
